# From PubChem
# PMI act: activators of human PMI, primary screen, biochemical, fluorescence intensity, near-Km mannose 6-phosphate | 190,000 compounds, 0.005% hits | purified human PMI, coupled resazurin fluorescence, 20 min; hits give high values; 1 = vehicle control, 0 substrate-free wells | Mannose-6-phosphate isomerase (Homo sapiens), P34949 | activation factor at 20 µM;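 active = activation factor of 2 or more at 20 µM, relative to plate controls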
# Target sequence (P34949 whole entry, looked up): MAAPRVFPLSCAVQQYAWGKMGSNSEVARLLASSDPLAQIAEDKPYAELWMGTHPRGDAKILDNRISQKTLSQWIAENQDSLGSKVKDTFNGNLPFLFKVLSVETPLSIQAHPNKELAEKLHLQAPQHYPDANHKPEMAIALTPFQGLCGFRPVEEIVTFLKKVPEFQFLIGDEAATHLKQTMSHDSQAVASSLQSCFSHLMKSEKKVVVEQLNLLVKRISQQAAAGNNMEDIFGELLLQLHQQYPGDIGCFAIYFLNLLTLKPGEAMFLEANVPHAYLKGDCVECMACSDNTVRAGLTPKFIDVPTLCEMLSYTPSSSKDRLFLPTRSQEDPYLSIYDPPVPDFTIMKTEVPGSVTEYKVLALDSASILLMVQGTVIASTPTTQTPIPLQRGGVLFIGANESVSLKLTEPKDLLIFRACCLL
# DTT redox prof: compounds producing H2O2 with reducing agent – biochemical, NIH compound library profiling, artefact control for MLSCN library redox annotation, primary screen; DTT-dependent redox cycling H2O2, phenol red/HRP absorbance; 100% = 100 µM peroxide control, 0% = buffer; activation, % at 10 µM; 200,000 compounds, 0.03% hits; AID 878, 2007;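 active = activation of at least 50% relative to the plate's high and low controls in the primary single-dose screen; inactive = activation below 50%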;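 note: compound incubated with DTT at 0.8 mM final as the reducing agent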
# Hsp70 activator: Hsp70 transcriptional activators, primary screen, cell-based, HeLa, Hsp70 promoter luciferase, luminescence, 10 µM. activation, % at 10 µM. AID 1203, 2008. 200,000 compounds, 0.04% hits. HeLa Hsp70 promoter luciferase reporter; scaled: vehicle 0, proteasome-inhibitor control 100%;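 active = activation above the mean across all tested compounds plus 3 SD, cutoff set per campaign, cut at about 5.5% in these data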;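 note: 100% = MG132 at 30 µM as the positive control and 0% = DMSO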
# Lmaj promast: Leishmania major promastigote growth inhibition, primary screen | Leishmania major promastigotes, resazurin fluorescence viability | inhibition, % at 10 µM | 200,000 compounds, 9% hits; in the data active = inhibition above about 50%;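 note: promastigotes grown with compound for 44 hours at 28 °C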
# PMI act satM6P: human PMI activators, high substrate, primary screen, biochemical, fluorescence intensity, near-saturating mannose 6-phosphate; Mannose-6-phosphate isomerase (Homo sapiens), P34949; coupled PMI enzyme assay, resazurin fluorescence, 20 min; hits give high values; 1 = untreated enzyme, 0 = substrate-free blank; activation factor at 20 µM; 190,000 compounds, 0.34% hits; AID 1216, 2008;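 active = activation factor of 2 or more at 20 µM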
#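 Material: human phosphomannose isomerase with PGI, G6PDH, diaphorase coupling enzymes; amount: PMI at 15 ng/mL final; also added: Mannose-6-phosphate 1.0 mM (near-saturating) plus 0.22 mM NADP+; incubation: enzyme reaction with compound 20 min at room temperature; signal: resorufin fluorescence (Ex 544/Em 590 nm) from resazurin via diaphorase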
# S1P3 antagonist: S1P3 receptor antagonists, primary screen, cell-based | Sphingosine 1-phosphate receptor 3 (Homo sapiens), Q99500 | CHO S1P3 NFAT-BLA reporter, FRET fluorescence, antagonist mode | inhibition, % at 4.98 µM | 170,000 compounds, 0.27% hits | AID 485, 2006;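 active = inhibition above the plate cutoff, the mean inhibition of test wells on that plate plus 3 SD, cut at about 28% in these data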;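 note: cells challenged with S1P at its EC80 of 0.8 µM; blue over green emission ratio from cleaved BLA substrate after 4 h stimulation; 0% = S1P-stimulated wells and 100% = unstimulated DMSO-only wells; some compounds past the cut are filed as inactive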
# TNAP inh hi DEA: human TNAP enzyme inhibitors, primary screen, biochemical, luminescent, high phosphate acceptor level, uHTS; Alkaline phosphatase, tissue-nonspecific isozyme (Homo sapiens), P05186; purified TNAP, CDP-star luminescence, 1 M DEA; 200,000 compounds, 0.03% hits; inhibition, % at 20 µM; AID 1135, 2008;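 active = over 50% inhibition of tissue-nonspecific alkaline phosphatase at 20 µM in the single-dose screen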;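 note: plate controls were DMSO wells for no effect and EDTA-quenched wells as full inhibition for full effect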
# Target sequence (P05186 whole entry, looked up): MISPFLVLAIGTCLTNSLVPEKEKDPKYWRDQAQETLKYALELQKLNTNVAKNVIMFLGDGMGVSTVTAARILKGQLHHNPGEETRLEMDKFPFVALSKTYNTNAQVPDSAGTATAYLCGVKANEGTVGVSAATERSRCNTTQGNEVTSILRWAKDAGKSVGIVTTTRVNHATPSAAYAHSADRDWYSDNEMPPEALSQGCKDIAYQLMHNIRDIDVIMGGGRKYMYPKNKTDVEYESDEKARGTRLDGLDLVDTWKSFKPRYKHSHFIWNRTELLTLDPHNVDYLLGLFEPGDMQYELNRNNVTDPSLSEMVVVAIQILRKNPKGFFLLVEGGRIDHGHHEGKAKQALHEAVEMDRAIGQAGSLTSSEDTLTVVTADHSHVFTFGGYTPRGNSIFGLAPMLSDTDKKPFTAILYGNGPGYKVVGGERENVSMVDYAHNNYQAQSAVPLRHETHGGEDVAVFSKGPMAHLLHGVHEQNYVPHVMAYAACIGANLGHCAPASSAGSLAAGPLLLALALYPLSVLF
# RAM inhibit: inhibitors of the yeast RAM network, primary screen, dse1pr::URA3 reporter, 5-FOA selection. S. cerevisiae dse1pr::URA3 reporter, 5-FOA growth OD615, 2 d; analog-sensitive cbk1-as2 kinase mutant strain. inhibition, % at 50 µM. 190,000 compounds, 1.8% hits. AID 868, 2007;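 active = inhibition above a set limit, 3 SD over mean compound inhibition, cut at about 8.4% in these data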;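 note: 0% = DMSO-only wells with no growth and 100% = 10 µM 1-NA-PP1 full growth; inhibition rescues growth on 5-FOA so higher OD means more RAM inhibition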
# TNAP inh no acc: human TNAP enzyme inhibitors, primary screen, biochemical, luminescent, no phosphate acceptor, uHTS; Alkaline phosphatase, tissue-nonspecific isozyme (Homo sapiens), P05186; purified TNAP, CDP-star luminescence, 30 min; inhibition, % at 20 µM; 200,000 compounds, 0.26% hits; AID 1012, 2008;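 active = tissue-nonspecific alkaline phosphatase inhibition above about 50% at 20 µM in the single-dose screen, limit read from the data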;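 note: 0% = DMSO negative control and 100% = EDTA positive control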
# HMGR II inh: inhibitors of E. faecalis class II HMGR, primary screen, biochemical, Enterococcus faecalis. HMG-CoA reductase (Enterococcus faecalis, mvaE). 190,000 compounds, 0.41% hits. purified E. faecalis HMGR, NADPH absorbance 340 nm kinetic. inhibition, % at 10 µM;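 active = inhibition above a set limit, the median over all tested compounds plus 3 SD, cut at about 9.5% in these data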;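 note: enzyme runs in reverse so mevalonate oxidation gives rising NADPH absorbance; 0% = complete reaction with DMSO and 100% = background rate lacking mevalonate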
# The depositor's hits bear a star; · = no result given.
SMILES,PMI act,DTT redox prof,Hsp70 activator,Lmaj promast,PMI act satM6P,S1P3 antagonist,TNAP inh hi DEA,RAM inhibit,TNAP inh no acc,HMGR II inh
CCOC(=O)c1ccc2c(c1)nc(C)n2CC,·,0.6,0.1,0,·,·,·,0.6,·,2
[O-][n+]1onc2c1CCc1nnc(-c3ccccc3)cc1-2,0.9,1.6,-0.3,27,1,-36,-5,1.4,-9,0
CC(C)CCNC(=O)CN(Cc1ccc2c(c1)OCO2)C(=O)CCC(=O)Nc1ccccn1,1.1,2.0,0.1,-10,1,-3,-4,-0.3,2,6
Cc1ccc(C(=O)N2CCN(c3cc(=O)[nH]nc3-c3ccccc3)CC2)cc1,0.9,1.6,-0.5,-5,0.9,·,-3,-0.8,-7,0
O=C(CCC1CCCN(C(=O)c2ccc3cc[nH]c3c2)C1)NCc1ccc(F)c(F)c1 (stereo unspecified),0.9,0.2,-0.3,-5,1,-6,-6,2.7,-11,4
Cc1ccc(Nc2nc(N)nc(CSc3nc4ccccc4s3)n2)cc1,0.8,0.7,-0.6,23,0.8,·,-4,9.8*,-4,-8
O=C(O)c1cccc(C(=O)O)n1,0.4,-0.1,-0.1,-4,0.5,18,-7,2.1,-12,-5
O=C(CSCc1ccccc1Cl)NNC(=S)Nc1ccccc1,0.8,-4.0,-0.1,-6,0.9,·,-2,5.1,-155,-4
O=C(CCCN1C(=O)/C(=C\c2ccco2)SC1=S)Nc1cccc2ccccc12,1.3,0.5,-0.1,30,1.1,1,8,4.9,1,-2
COc1cc(/C=N/Nc2ccccn2)cc(OC)c1O,0.9,-0.3,0.8,15,0.7,-11,-1,1.7,-6,-6
COc1ccc(Cl)cc1N1C(=O)C2CCCN2C1c1ccc(F)cc1 (stereo unspecified),0.9,-1.0,-0.4,-2,1,-14,-5,-0.6,-22,3
O=C(c1ccccc1F)N1CCN(c2ccccc2F)CC1,1,-0.5,0.1,-4,1,-23,-5,0.5,0,-3
CC(C)CCNC(=O)Cc1ccc(Nc2nc(=S)[nH]c3ccccc23)cc1,0.5,-0.3,0.2,38,1,-17,-1,3.0,-7,4
C/C(=N\OC(=O)c1cccc(Cl)c1)c1sc(C)nc1C,0.9,-0.5,-0.2,-2,0.9,·,0,0.5,-16,-2
COc1ccc(C(=O)Nc2ccc(F)cc2F)cc1,1.5,-4.2,0.0,0,2*,·,-7,0.0,-7,1
Cc1[nH]n(-c2ccccc2)c(=O)c1/C=N/N1C(=O)c2cccc3cccc(c23)C1=O,1,-0.1,-0.3,59*,0.9,-25,0,-0.9,-10,4
Cn1c(=O)oc2cc(S(=O)(=O)N3CCCC(C(=O)N4CCc5ccccc5C4)C3)ccc21 (stereo unspecified),1,-1.6,-0.2,3,1,-22,-6,-0.3,13,-1
Cc1ccc(CN2CCN(Cc3ccc4cc(F)ccc4n3)CC2CCO)o1 (stereo unspecified),0.8,-0.3,-0.2,80*,0.7,-3,-4,-0.8,-7,-7
N#C/C(=C\c1ccc(N2CCCCC2)o1)C(N)=O,0.9,-0.6,-0.1,0,0.8,10,27,-0.2,23,-2
Cc1[nH]c2ccc(F)cc2c1CCN(Cc1ccncc1)C(=S)Nc1ccccc1,0.8,-0.5,-0.1,74*,0.9,14,-3,0.7,-12,-3
CCOC(=O)c1c(NC(=O)Cc2cccs2)sc(C(=O)N2CCCCC2)c1C,0.8,2.3,0.0,3,0.8,11,2,6.1,-1,-3
CCn1c(-c2ccncc2)n[nH]c1=S,1.1,0.0,0.0,0,1,-11,1,0.0,7,-4
Cc1ccccc1N/C=C/C(=C(C#N)C#N)N(C)C,1,2.3,0.0,-2,1,·,-2,0.3,-9,2
CC(C)C(=O)Nc1ccc2c(c1)C(=O)N(CCC(=O)O)C2=O,0.9,2.9,-0.2,-6,0.9,14,-3,1.6,-7,-2
CS(=O)(=O)N1CCN(c2nc(-c3ccccc3)cs2)CC1,0.9,1.8,-0.3,-2,1,12,-4,-0.1,-11,-7
Cc1ccc(C(=O)Nc2cc(=O)n(C)c(=O)n2C)cc1C,0.9,0.5,-0.2,-5,0.9,-3,0,2.2,-5,-2
CCOC(=O)C1CCN(C(=O)Nc2ccc3snnc3c2)CC1,1,-0.3,0.2,-3,1,-2,-4,0.5,-9,-4
Cc1nn(-c2ccc(Cl)cc2)c2sc(C(=O)N3CCN(c4ccccn4)CC3)cc12,0.8,1.6,-0.2,0,0.9,7,-3,2.0,-11,2
COc1ccc(O)c(C(=O)c2cc(C#N)c(=O)n(CCN3CCOCC3)c2)c1,1,-0.7,-0.3,6,1,-10,6,-0.1,-1,-5
O=C1CC(c2ccccc2Cl)CC(O)=C1C=Nc1ccccc1 (stereo unspecified),1.1,0.2,-0.1,-6,1,-3,-2,1.3,-8,5
COc1ccc(NC(=O)Nc2ccc(N3CCOCC3)c3nonc23)c(OC)c1,0.8,-0.2,-0.1,8,0.4,-13,2,2.4,3,-6
O=C(Cc1cccc2ccccc12)Nc1ccc(N2CCOCC2)cc1,1,-0.5,0.1,0,0.6,-10,0,4.3,-2,2
CCC(=O)Nc1cc(-c2cc3ccccc3oc2=O)ccc1OC,0.9,-0.6,-0.1,3,0.9,-9,1,0.9,-6,-3
COc1ccc(C(=O)N(CC(=O)NC(C)(C)C)c2ccc3c(c2)OCCO3)cc1OC,1,3.1,-0.4,-4,0.9,3,-5,1.5,-10,-8
Cc1ccccc1CNC(=O)C(=O)Nc1nccs1,1.7,-0.1,-0.3,-9,1.8,-5,-2,3.3,-27,2
CC(C)N1CCN(Cc2cccc(-c3ccco3)c2)CC1CCO (stereo unspecified),1,-0.9,-0.2,28,1,2,-1,-0.1,-1,-3
O=C(COc1ncnc2ccccc12)NC(=O)NCc1ccccc1,·,1.2,-0.4,28,·,-2,·,1.5,·,-7
Cc1c(NC2=CC(=O)CC(C)(C)C2)ccc([N+](=O)[O-])c1C,0.9,3.5,-0.3,14,1,-1,-3,1.6,-18,2
Fc1ccc(Oc2nc(-c3ccccc3)nnc2C(F)(F)F)cc1,1,-4.2,-0.3,-9,1,·,-4,0.8,-6,0
CN(C)/C=C/C=C1C(=O)CCCC1=O,1,1.9,-0.4,-2,1,·,0,0.9,-9,-1
CC(C)CSc1nsc(N)n1,1,-2.4,-0.1,-2,1.1,·,-4,1.3,-10,-2
COc1ccc(NC(=O)c2ccc(F)cc2)cc1S(=O)(=O)Nc1cc(C)ccc1Br,0.7,-0.7,-0.1,41,0.8,-3,3,3.5,-10,-1
Cc1ccc(S(=O)(=O)Nc2ccc3c(c2)OCCO3)cc1,1,-2.4,-0.2,-5,1,-12,-3,2.4,-9,-1
CCOC(=O)C1CCCN(c2nc3ccccc3nc2C(C#N)C(=O)OC(C)COC)C1 (stereo unspecified),0.8,0.7,-0.5,7,0.9,-10,8,4.4,4,-1
CCOC(=O)C1C(=O)C=C(Nc2ccccc2F)CC1c1ccccc1 (stereo unspecified),0.9,-0.2,-0.2,0,0.9,10,0,0.9,-4,0
O=C(NCCCN1CCOCC1)c1cc2c(s1)CCC2,0.9,0.4,0.0,79*,1,·,-4,2.1,-13,-2
CCOC(=O)CSc1ccc2nnc(-c3cccs3)n2n1,1.5,-0.4,-0.2,-5,1.6,-3,-2,-0.6,-5,2
CCCC(=O)N1c2ccccc2C(=C2SC(C(=O)OC)=C(C(=O)OC)S2)C(=S)C1(C)C,0.4,-0.7,-0.4,6,0.7,·,24,2.2,26,-8
COc1ccc(Cn2c(O)c(C=Nc3ccc(O)cc3)c3ccccc3c2=O)cc1,1,0.8,-0.3,94*,0.8,1,21,8.0,12,0
CCC1CCCCN1C(=O)CSc1nc2ccsc2c(=O)n1Cc1ccccc1 (stereo unspecified),0.9,0.2,-0.2,58*,1,·,-4,4.4,1,2
O=[N+]([O-])c1ccc(CN2C=NS(=O)(=O)c3ccccc32)cc1,0.9,-0.4,-0.2,2,0.9,0,-2,0.9,-6,-2
COc1ccc(OC)c(NC(=O)c2nnn(CCc3ccccc3)c2N)c1,1.1,-1.5,0.1,-1,1,2,-11,3.9,-23,2
O=C(CN1CCN(c2ccccc2O)CC1)Nc1cc([N+](=O)[O-])ccc1Cl,0.9,0.4,-0.1,5,0.5,6,3,2.1,6,-8
COC(=O)c1ccccc1C(=O)N1CCCC(CCC(=O)NCc2ccc(F)c(F)c2)C1 (stereo unspecified),0.9,-0.5,-0.6,-2,0.9,-8,-6,1.2,-10,-1
COc1cccc(CNC(=O)CCC2CCCN(C(=O)CCc3c(C)noc3C)C2)c1 (stereo unspecified),0.9,-1.7,-0.4,0,1,-15,-9,1.7,-12,-3
CCCCCCCCCCCCCCCCn1cc[n+](CC(C)=O)c1,1.1,-0.4,-0.2,100*,1.1,-1,-18,-2.2,-53,-2
O=C(CCC(=O)c1cccs1)NCc1ccc(Cl)cc1,0.9,0.2,-0.7,-9,1,·,5,0.5,-2,-7
COCCCNC(=O)CSC1=Nc2ccccc2C2=NC(c3ccccc3)C(=O)N12 (stereo unspecified),1.1,-0.7,-0.2,-8,1,4,-4,1.9,-2,2
COc1ccc(N2CCN(Cc3cc(=O)oc4ccc(C)cc34)CC2)cc1,1,-0.6,0.0,11,1,·,-4,0.5,2,-4
CN(C(=O)CS(=O)(=O)c1cccc(Cl)c1)c1ccccc1,1.1,-1.0,-0.1,-4,1,-18,-2,1.6,-7,-3
C=CCSc1nc2sc(C)c(C)c2c(=O)n1N,1,1.0,0.2,1,1,-8,-1,3.0,-5,0
O=C(C1CN(S(=O)(=O)c2ccccc2)CCN1S(=O)(=O)c1ccccc1)N1CCCCCC1 (stereo unspecified),1,0.1,-0.2,0,1,·,-6,5.0,-10,-3
